# High-throughput results (PubChem BioAssay)
# K1F lysis inhibition – inhibition of K1F phage lysis, E. coli UTI89, bacterial capsule biogenesis inhibitors, alamar blue (AID 488966). E. coli UTI89 K1F phage lysis, alamar blue, 2 h; higher % means a stronger effect. inhibition, % at 100 µM; hits with a dose series show IC50 in µM. 340,000 compounds, 0.02% hits;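 active = phage lysis inhibition, versus mean bacterial control, above a set limit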;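 note: capsule biogenesis inhibitors block K1F phage lysis so surviving cells raise fluorescence; higher fluorescence means more inhibition of phage lysis; actives were called in the ten point dose series up to 300 µM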
# Numbers without * were called inactive; [ ] = another dose, or the depositor's remark.
SMILES,K1F lysis inhibition
COc1ccccc1CNC(=O)CCS(=O)(=O)c1ccc(Cl)cc1,1.8%[50 µM]
COc1ccccc1NC(=O)c1oc2ccccc2c1NC(=O)C1CC1,0.0%
COCCNC(=S)N(CCCN(C)C)Cc1cc2cc3c(cc2[nH]c1=O)OCCO3,8.2%
COc1ccc(CCOC(=O)c2ccc(NC(=O)CC#N)cc2)cc1,0.6%[50 µM]
C=CCC[C@H](Cc1ccc(F)cc1)C(=O)OC[C@H](Cc1c[nH]c2ccccc12)NC(=O)[C@H](CC=C)CC(=O)N[C@H](CO)Cc1ccccc1,0.2%
COc1ccccc1CNC(=O)Cn1cccc1C(=O)c1ccccc1C,-0.2%
CC(C)(C)c1ccc(C(CC(=O)O)NS(=O)(=O)Cc2ccccc2)cc1 (stereo not given),0.1%
CCOc1ccc(S(=O)(=O)N2CCCCC2)cc1NC(=O)C1CCC1,0.4%[50 µM]
COc1cccc(N(CC(=O)NC2CCCCC2)C(=O)Cn2nnc(-c3ccc(C)o3)n2)c1,0.1%
COCCSc1ccccc1C(=O)N1CCc2ccccc21,0.2%
CC1CN(C(=O)Cn2c(=O)oc3ccccc32)CC(C)O1 (stereo not given),0.3%
COc1cc(OC)c(NC(=O)CCCNC(=O)Cn2cnc3sc(C)c(C)c3c2=O)cc1Cl,0.4%
O=C(Nc1nccs1)C1CC(=O)N(c2ccccc2)C1 (stereo not given),0.5%
COc1ccc2sc(-c3ccc(S(C)(=O)=O)cc3)c(-c3ccc(SC)cc3)c2c1,1.8%
Cc1ccc(S(=O)(=O)Oc2ccc(/C=C3\C(=N)N4N=C(S(C)(=O)=O)SC4=NC3=O)cc2)cc1,-0.1%
CC(Sc1nnc(N)s1)C(=O)c1c(N)n(C)c(=O)n(C)c1=O (stereo not given),0.6%[50 µM]
Cc1sc2ncn(CC(=O)N3CCN(c4ccccn4)CC3)c(=O)c2c1S(=O)(=O)N1CCC(C)CC1,-0.1%
CN(C)c1ccc(S(=O)(=O)NCC(=O)N2CCN(c3ccccc3)CC2)cc1[N+](=O)[O-],0.0%[50 µM]
CCN(C(=O)COC(=O)/C=C/c1nc2ccccc2s1)c1c(N)n(Cc2ccccc2)c(=O)[nH]c1=O,1.3%[50 µM]
C[C@@]12CCC3[C@@](CCC4[C@@]3(C)CCC[C@@]4(C)C(=O)N3CCOCC3)(CC1=O)C2 (stereo not given in full),2.0%
CNC(=O)c1c(NC(=O)CCS(=O)(=O)c2ccc(Cl)cc2)sc2c1CCN(C(=O)OC)C2,2.0%[50 µM]
CCC(=O)c1ccc(OCC(=O)N(Cc2nnc(-c3ccccc3Cl)o2)C2CC2)cc1,3.0%[50 µM]
COC(=O)[C@@H](CC(C)C)NS(=O)(=O)N(Cc1ccccc1)[C@@H](CC(C)C)C(=O)OC,1.3%
COc1cccc(NC(=S)NC(=O)c2cncc(Br)c2)c1,0.5%
COc1ccc(C(=O)COC(=O)c2c(C)noc2C)cc1Cl,-1.5%

# Laid out differently: entries from further up.
> CC(Sc1nnc(N)s1)C(=O)c1c(N)n(C)c(=O)n(C)c1=O (stereo not given)
  K1F lysis inhibition = 0.6%[50 µM]
> COCCNC(=S)N(CCCN(C)C)Cc1cc2cc3c(cc2[nH]c1=O)OCCO3
  K1F lysis inhibition = 8.2%
> COc1ccccc1NC(=O)c1oc2ccccc2c1NC(=O)C1CC1
  K1F lysis inhibition = 0.0%
> COc1ccc2sc(-c3ccc(S(C)(=O)=O)cc3)c(-c3ccc(SC)cc3)c2c1
  K1F lysis inhibition = 1.8%

# Filtered by structure, those above with a thiophene ring, fused or not
SMILES,K1F lysis inhibition
COc1cc(OC)c(NC(=O)CCCNC(=O)Cn2cnc3sc(C)c(C)c3c2=O)cc1Cl,0.4%
COc1ccc2sc(-c3ccc(S(C)(=O)=O)cc3)c(-c3ccc(SC)cc3)c2c1,1.8%
Cc1sc2ncn(CC(=O)N3CCN(c4ccccn4)CC3)c(=O)c2c1S(=O)(=O)N1CCC(C)CC1,-0.1%
CNC(=O)c1c(NC(=O)CCS(=O)(=O)c2ccc(Cl)cc2)sc2c1CCN(C(=O)OC)C2,2.0%[50 µM]

# Remaining list, next part
SMILES,K1F lysis inhibition
COCCCN1C(=O)c2ccc(C(=O)OCC(=O)NCc3cccc(OC)c3)cc2C1=O,0.8%[50 µM]
O=C(COc1ccccc1)Nc1c2c(nn1-c1ccc(F)cc1)CS(=O)(=O)C2,-0.6%[50 µM]
CC(=O)CSc1nnc(-c2ccc(S(=O)(=O)N3CCOCC3)cc2)n1C,0.6%
O=C(CNC(=O)c1cccs1)NCCc1ccco1,0.4%[50 µM]
Cc1ccc(C)c(N=Cc2c(O)c3ccccc3oc2=O)c1,0.7%
N#CCCN(C(=O)COC(=O)C1CCN(S(=O)(=O)c2ccc3c(c2)OCCO3)CC1)c1ccccc1,0.8%[50 µM]
CCOCCCN1CC(=O)N2[C@@H](Cc3c([nH]c4ccccc34)C2(C)C)C1=O,0.2%
Cc1nc(C)c(C(=O)OCC(=O)NCc2ccccc2Cl)s1,-1.0%
CC12CCC(=O)N1C(C(=O)N1CCN(c3ccccc3)CC1)CS2 (stereo not given),0.6%[50 µM]
CCOC(=O)C1=C(COC(=O)c2cccc(NC(C)=O)c2)NC(=O)NC1C (stereo not given),1.4%[50 µM]
CC(C)(C)n1nc2c(c1NC(=O)c1ccc(C(F)(F)F)cc1)CS(=O)(=O)C2,-0.2%[50 µM]
CCCNS(=O)(=O)c1cccc(C(=O)OCc2cc(=O)oc3cc(OC)ccc23)c1,-0.2%
Cc1ccccc1OCCn1c(C)nc2ccccc21,0.8%
Cc1cccnc1NC(=O)CNC(=O)C12CC3CC(CC(C3)C1)C2,1.7%[50 µM]
COc1ccc(Cn2c(=O)oc3ccccc32)cc1F,-0.2%
COc1cccc(CNC(=O)c2cc(=O)[nH]c3ccc(S(=O)(=O)N4CCOCC4)cc23)c1,0.5%[50 µM]
COC(=O)c1ccccc1NC(=O)c1ccc(NC(=O)C2CCCO2)cc1 (stereo not given),0.1%
CCOC(=O)N1CCC(NC(=O)CCc2c(C)nc3c(c(C)nn3-c3ccccc3)c2C)CC1,0.3%
CN(C(=O)c1ccc(Br)o1)C1(C)CCS(=O)(=O)C1 (stereo not given),0.3%
COc1cccc(CC(=O)NC2CCSc3ccccc32)c1 (stereo not given),-0.4%
COc1ccccc1C1=NOC(C)(c2nnc(Cc3ccccc3)o2)C1 (stereo not given),1.6%
Cc1ccc(Nc2nc(NCCO)c3ccccc3n2)cc1C,2.0%
COc1ccc(CNC(=O)C(c2ccco2)N(C(=O)c2snc(C(N)=O)c2N)c2ccccc2OC)cc1 (stereo not given),-0.4%
CCCc1ccc2oc(C(=O)N3CCC(C(N)=O)(N4CCCCC4)CC3)c(C)c2c1,-0.3%
CCN(c1ccccc1)S(=O)(=O)c1ccc(C(=O)NCC2(N(C)C)CCCCC2)cc1,0.8%[50 µM]
# Further records follow:
SMILES,K1F lysis inhibition
CCC1Nc2ncnc(N3CCOCC3)c2N(Cc2ccc(Cl)cc2)C1=O (stereo not given),0.1%
COc1ccc(CNC(=O)c2cc(S(=O)(=O)N3CCOCC3)cn2C)cc1,0.0%
CC1(C)C=Cc2c(ccc3c2OC[C@H](c2ccc(O)cc2O)C3)O1,-2.1%
COC(=O)[C@]1(Cc2ccccc2)N[C@H](CN(C)C(C)=O)[C@@H]2C(=O)N(Cc3ccccc3)C(=O)[C@@H]21,-0.1%
CC1(C(=O)N/N=C/c2ccc3c(c2)OCO3)CC1(Br)Br (stereo not given),0.8%[50 µM]
CCOc1ccc(S(=O)(=O)N2CCOCC2)c2ccccc12,-1.5%
CC(=O)N(C)c1ccc(NS(=O)(=O)c2cccc3nsnc23)cc1,0.0%
COc1cc(NC(=O)c2c(-c3ccccc3Cl)noc2C)c2ncccc2c1,0.3%
COc1ccc(OC)c(NC(=O)CSc2nc3[nH]c(=O)[nH]c(=O)c3s2)c1,-0.2%
Cn1ccnc1CN1CCCCC1C(=O)Nc1ccc(Oc2cccnc2)cc1 (stereo not given),-0.1%
COC(=O)c1cc(-c2c(-c3cc(OC)c(OC)c(OC)c3)noc2C)cc([N+](=O)[O-])c1,-0.3%
CCN1C(=O)[C@@H]2[C@@H](c3ccc(-c4ccccc4)cc3)N3CCC[C@@]3(C(=O)OC)[C@@H]2C1=O,-1.3%
COCCn1c(=O)[nH]c2cc(C(=O)Nc3cc(C)cc(C)c3)ccc2c1=O,-0.1%
Nc1cc(C(=O)N2CCN(c3ccc([N+](=O)[O-])cc3)CC2)ccc1N1CC2CC(C1)c1cccc(=O)n1C2 (stereo not given),0.1%
CCC(=O)N1CCc2nc(-c3ccccc3)sc2C1,1.2%
Cc1ccc(S(=O)(=O)N2CCCCC2)cc1NC(=O)CNc1ccccc1N1CCCC1=O,0.5%[50 µM]
COc1cc2cnc(-c3ccccc3)c(-c3ccc(C(F)(F)F)cc3)c2cc1OC,1.1%
Cc1ccc(S(=O)(=O)NCC(=O)Nc2ccc3c(c2)OCCO3)cc1,0.3%
COc1ccc(N(CC(=O)N2CCN(c3cccc(C)c3C)CC2)S(=O)(=O)c2c(C)noc2C)cc1,0.5%
Cc1nn(C)c(C)c1C(C)NC(=O)c1ccc(OC2CCN(Cc3ccccn3)CC2)cc1 (stereo not given),-0.2%
Cn1nc2c3cc(F)ccc3n(Cc3ccc(F)cc3)cc-2c1=O,0.3%
Cc1ccc(S(=O)(=O)N2CCN(C(=O)c3ccnn3C)CC2)cc1C,-0.6%[50 µM]
COc1ccc(N(C)S(=O)(=O)c2cccc(C(=O)Nc3nc(C)cs3)c2)cc1,0.6%[50 µM]
CCOc1ccccc1OCCCC(=O)Nc1ccc(Cl)c(S(=O)(=O)N2CCOCC2)c1,-0.3%
Cc1cccn2c(=O)c3cc(C(=O)NCCN4CCOCC4)c(=N)n(Cc4ccc(F)cc4)c3nc12,-0.3%

# Given as labelled records: part of the list above
CC(Sc1nnc(N)s1)C(=O)c1c(N)n(C)c(=O)n(C)c1=O (stereo not given)
  K1F lysis inhibition = 0.6%[50 µM]

Cc1ccc(C)c(N=Cc2c(O)c3ccccc3oc2=O)c1
  K1F lysis inhibition = 0.7%

# Remaining list, next part
SMILES,K1F lysis inhibition
O=C(CS(=O)CC(=O)Nc1cnc2ccccc2c1)Nc1ccc(Cl)cc1 (stereo not given),0.0%
CCn1nnc2cc(C(=O)Nc3cc(OC)cc(OC)c3)ccc21,-0.2%[50 µM]
CCc1nnc(NS(=O)(=O)c2ccc(NC(=O)CCC(=O)OC)cc2)s1,0.4%
Cc1cc(NC(=O)C(C)SCC(=O)Nc2cc(C(F)(F)F)ccc2N2CCCCC2)no1 (stereo not given),0.1%[50 µM]
COc1ccc(NC(=O)c2ccccc2C)cc1,0.6%
CC(C)n1cc(CN2CCC(n3nccc3NC(=O)CCCc3ccccc3)CC2)cn1,-0.1%
COc1ccc(/C=C(/NC(=O)c2ccco2)C(=O)NCc2ccco2)cc1OC,0.1%
Cc1cccc(N2CCN(C(=O)CNC(=O)c3cccc([N+](=O)[O-])c3)CC2)c1C,-0.1%
CC1CN(C(=S)Nc2cccc(F)c2)CC(C)O1 (stereo not given),0.0%
COc1ccccc1CC(NC(C)=O)C(=O)NC1CCN(C(=O)NCc2ccccc2)CC1 (stereo not given),0.5%
Cc1c(C)c2ccc(OCC(=O)Nc3cccnc3)c(C)c2oc1=O,-0.3%
CCN1C(=O)[C@H]2[C@@H](c3ccc(-c4ccc(C(C)=O)cc4)cc3)N3CCCC[C@@]3(C(=O)OC)[C@H]2C1=O,-0.2%
CC1(C)Oc2cc3oc(=O)ccc3cc2C[C@@H]1O,2.9%
OCC[C@H]1C[C@@H](O)[C@H](O)[C@@]2(OCCc3ccccc32)O1,-0.1%
O=C(C1CCN(S(=O)(=O)c2ccccc2)CC1)N1CCCCCC1,0.0%
Cc1ccc(F)cc1N=Cc1c(O)c2ccccc2oc1=O,0.6%
COc1ccc(OC)c(CN2CCN(c3ccc(S(=O)(=O)N4CCCC4)cn3)CC2)c1,0.1%[50 µM]
CCCCCCCCCCCCC/C=C/[C@@H](O)[C@@H](N)CO,14%
CCOc1cc(-c2noc(CCC(=O)NC3CCCCC3)n2)ccc1OC,-0.1%
COc1ccc(CC(=O)N[C@@H]2c3cc(OC)c(OC)cc3C[C@H]2OCc2ccccc2)cc1,0.0%
COc1ccc(C(=O)Nc2ccc(N3CCCCCC3)cc2)cc1S(=O)(=O)N1CCOCC1,-0.2%[50 µM]
O=C(c1cc2ccccc2o1)N1CCN(c2cccc(Cl)c2)CC1,-0.2%
COc1ccc(CNC(=O)CSc2nc3ccc(C)cc3[nH]2)cc1,-0.2%
C=CCNCc1ccc(C(=O)NCCCCCCC)cc1[N+](=O)[O-],1.9%
CC(C)CN(C(=O)CSc1nnc2ccccn12)C1CCS(=O)(=O)C1 (stereo not given),0.4%[50 µM]
# (next part)
SMILES,K1F lysis inhibition
CCOc1cc(Br)c(CN2C(=O)NC3(CCCCCC3)C2=O)cc1OCC,1.2%
COc1ccc(/C=N/NC(=O)c2c(Br)cnn2C)c2ccccc12,0.1%
CN(c1ccccc1)S(=O)(=O)c1cccc(NC(=O)C2=NNC(=O)CC2)c1,-1.3%
Cc1cc2c(cc1C)C(=O)C(Br)=C(N)C2=O,1.3%
COc1cccc(C(=O)Nc2nc3ccccc3s2)c1,-0.6%
O=C(Nc1nnc(SCc2ccccc2)s1)C1=COCCO1,-2.1%
Cc1cccc(C(=O)Nc2cccc(C(=O)N/N=C/c3ccccn3)c2)c1,0.2%
COc1ccccc1Nc1cc(C)nc(Nc2ccccc2OC)n1,1.3%[50 µM]
O=C(CN1CCSC1=O)Nc1ccc(N2CCOCC2)cc1,1.1%[50 µM]
Cc1ccc(S(=O)(=O)N(Cc2cccc(F)c2)C(=O)N2CCN(C)CC2)cc1,1.5%[50 µM]
CSc1ccccc1NC(=O)CN(C)C(=O)COc1cccc2cccnc12,-0.1%[50 µM]
CCC(C)NC(=O)c1ccc(CNS(=O)(=O)c2ccc3c(c2)C(C)(C)C(=O)N3C)cc1 (stereo not given),0.2%
Cc1ccc(-n2nnnc2SCC(=O)N2CCNC2=O)cc1C,0.4%[50 µM]
CCOc1ccc(S(=O)(=O)NCc2ccccn2)cc1NC(=O)c1ccccc1F,0.5%
O=C(Nc1cnccn1)c1ccc(F)cc1Cl,1.6%

# These rows are one share of the data; rates above refer to the full screens.
